# GoLoco inh red: qHTS Assay for Inhibitors of RGS12 GoLoco Motif Activity (Red Fluorophore). AID 880, 2007. 230,000 tested, 0.44% active. Gai1:RGS12 GoLoco peptide FP, rhodamine, 10 min. Potency, µM (top dose mostly 61.6 µM), inactives show at the highest dose activity, negative = inhibition, hits mostly inhibitors; active = well fitted inhibition curve with a large enough effect, not every such curve was filed as active; inactive = no such curve, though single readings can be large or run the other way; also: % is scaled to controls: 0 for no effect and ±100 for the full control effect; nearly all actives have a fitted effect of over 30% in size; many of its hits are not listed in these tables
# Target sequence (P63096 whole entry, looked up): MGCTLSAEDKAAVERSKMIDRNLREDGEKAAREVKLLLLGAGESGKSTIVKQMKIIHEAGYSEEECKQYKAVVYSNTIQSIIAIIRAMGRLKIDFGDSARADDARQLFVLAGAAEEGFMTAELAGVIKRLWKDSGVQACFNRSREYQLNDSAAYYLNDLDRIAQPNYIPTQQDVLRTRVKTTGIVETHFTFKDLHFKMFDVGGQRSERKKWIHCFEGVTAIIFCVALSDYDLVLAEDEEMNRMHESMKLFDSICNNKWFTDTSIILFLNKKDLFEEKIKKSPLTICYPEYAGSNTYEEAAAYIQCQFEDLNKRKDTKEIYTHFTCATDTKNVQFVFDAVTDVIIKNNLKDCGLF
# ALDH1A1 block: qHTS Assay for Inhibitors of Aldehyde Dehydrogenase 1 (ALDH1A1); Purified ALDH1A1, NADH fluorescence, propionaldehyde substrate; Potency, µM (highest dose often 75.3 µM), for the others: at the highest dose activity, negative = inhibition, actives largely listed as inhibitors; 220,000 tested, 7.3% active; AID 1030, 2008; active = well fitted inhibition curve with a large enough effect, not every such curve was filed as active; inconclusive = small, poorly fitted or top-dose-only effect, or another doubt; inactive = no such curve, though single readings can be large or run the other way;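 also: plate controls were no enzyme wells and a reference inhibitor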
# Target sequence (P00352 whole entry, looked up): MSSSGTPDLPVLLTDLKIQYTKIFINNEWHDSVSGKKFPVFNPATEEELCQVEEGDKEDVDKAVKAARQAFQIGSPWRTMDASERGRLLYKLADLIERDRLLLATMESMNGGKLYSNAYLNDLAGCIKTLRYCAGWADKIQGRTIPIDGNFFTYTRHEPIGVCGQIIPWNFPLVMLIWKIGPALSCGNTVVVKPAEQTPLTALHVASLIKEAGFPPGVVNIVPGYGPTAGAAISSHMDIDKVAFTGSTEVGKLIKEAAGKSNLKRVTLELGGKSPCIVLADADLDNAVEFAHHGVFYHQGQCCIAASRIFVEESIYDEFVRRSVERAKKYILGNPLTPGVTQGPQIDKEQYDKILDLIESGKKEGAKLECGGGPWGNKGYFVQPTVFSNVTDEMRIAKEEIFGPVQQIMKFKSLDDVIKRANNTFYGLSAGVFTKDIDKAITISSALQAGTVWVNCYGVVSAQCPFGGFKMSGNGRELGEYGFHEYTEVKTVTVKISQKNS
# SMN2 splice up: qHTS Assay for Enhancers of SMN2 Splice Variant Expression | AID 1458, 2008 | HEK293 SMN2-luciferase splicing reporter, luminescence, 30-36 h | Potency, µM (highest dose often 46.1 µM), without a hit: at the highest dose activity change, positive = activation, usual class: activators | 210,000 tested, 2.8% active; active = well fitted activation curve with a large enough effect; inconclusive = small, poorly fitted or top-dose-only effect; inactive = no such curve, though single readings can be large or run the other way; also: % of control where 0% means no effect; nearly all actives have a fitted effect of over 55% in size
#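 HEK293 cells carry an SMN2 minigene-luciferase reporter in which exon 7 inclusion puts luciferase in frame. Cells were seeded at 2000 cells/well, attached for 10-12 hours, then exposed to compounds for 30-36 hours at 37C before ONE-Glo luminescence.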
# * hit, by the source's call; ? = inconclusive; [ ] = remark or other dose. Potency is read from the fitted curve at half-maximal effect. Some of the compounds tested; the hit share may differ from the screen's.
No.	SMILES	GoLoco inh red	ALDH1A1 block	SMN2 splice up
1	Cn1ncc2c(NCCc3ccccc3)nc(Cl)nc21	-5%[14.2 µM]	6%[13.5 µM]	-17%[9.22 µM]
2	O=S1(=O)N[C@H]2CC[C@@H]3NS(=O)(=O)N[C@H]4CC[C@H](N1)N4S(=O)(=O)N23	2%[14.2 µM]	7%[13.5 µM]	-3%[9.22 µM]
3	c1ccc2c(c1)C(=Nc1ccc(N=C3c4ccccc4-c4ccccc43)cc1)c1ccccc1-2	2%[14.2 µM]	17%[13.5 µM]	12%[9.22 µM]
4	CC[C@@H]1CC(=O)N(SC[C@H](N)C(=O)O)C1=O	-2%[14.2 µM]	-1%[13.5 µM]	-3%[9.22 µM]
5	Nc1nc(Cc2ccccc2)nc(Cc2ccccc2)c1-c1ccccc1	6%[14.2 µM]	-11%[13.5 µM]	-6%[9.22 µM]
6	CS(=O)(=O)Nc1ccc(Nc2c3ccccc3nc3ccccc23)cc1	2%[14.2 µM]	6%[13.5 µM]	5%[9.22 µM]
7	Nc1nc2c(c(=O)[nH]1)CN(c1ccc(S(N)(=O)=O)cc1)CN2	5%[14.2 µM]	-4%[13.5 µM]	3%[9.22 µM]
8	CC(C)(CCc1nc2ccccc2[nH]1)C(=O)O	-6%[14.2 µM]	2%[13.5 µM]	-12%[9.22 µM]
9	O=[N+]([O-])c1cccc(/C=N\Nc2ccc3ccccc3n2)c1O	7%[14.2 µM]	1.6µM*	-11%[9.22 µM]
10	O=S(=O)(O)c1ccc2cc(N=Nc3cc(S(=O)(=O)O)c4cccnc4c3O)ccc2c1	11%[14.2 µM]	-5%[13.5 µM]	5%[9.22 µM]
11	CC(C)[C@H](Nc1ncnc2nc[nH]c12)C(=O)O	1%[14.2 µM]	2%[13.5 µM]	-3%[9.22 µM]
12	O=C(O)CSc1n[nH]c(=O)[nH]c1=O	3%[14.2 µM]	-2%[13.5 µM]	-9%[9.22 µM]
13	CC1(C)[C@@H](CC(=O)O)CCC[C@@H]1CC(=O)O	-1%[14.2 µM]	1%[13.5 µM]	-12%[9.22 µM]
14	O=C(O)c1ccc(Nc2ccnc3cc(Cl)ccc23)cc1O	3%[14.2 µM]	-5%[13.5 µM]	-4%[9.22 µM]
15	Cc1ccc(C2=Nc3ccccc3S[C@@H](c3cccc([N+](=O)[O-])c3)C2)cc1	8%[14.2 µM]	-12%[13.5 µM]	-3%[9.22 µM]
16	CN(C)Cc1cc(C(F)(F)F)ccc1C(O)(c1ccccc1)c1ccccc1	4%[14.2 µM]	-4%[13.5 µM]	-10%[9.22 µM]
17	NNC(=O)[C@@H](O)[C@H](O)C(=O)NN	4%[14.2 µM]	1%[13.5 µM]	-13%[9.22 µM]
18	CC(C)CNc1nc2ncnc(N)c2[nH]1	4%[14.2 µM]	-10%[13.5 µM]	1%[9.22 µM]
19	O=C(O)CCC(=O)c1ccc(Cl)cc1	1%[14.2 µM]	-2%[13.5 µM]	-14%[9.22 µM]
20	NC(=O)CS(=O)C[C@H](N)C(=O)O (stereo partly specified)	-19%[14.2 µM]	-3%[13.5 µM]	3%[9.22 µM]
21	NC(=O)N[C@H](CC(=O)O)C(=O)O	-1%[14.2 µM]	13%[13.5 µM]	-10%[9.22 µM]
22	CC(C)c1cc(C(F)(F)F)nc(NNc2nc(C(C)C)cc(C(F)(F)F)n2)n1	-1%[14.2 µM]	15%[13.5 µM]	-3%[9.22 µM]
23	CC(C)(C)c1cc2c(O)c(c1)Cc1cc(C(C)(C)C)cc(c1O)Cc1cc(C(C)(C)C)cc(c1O)Cc1cc(C(C)(C)C)cc(c1O)Cc1cc(C(C)(C)C)cc(c1O)Cc1cc(C(C)(C)C)cc(c1O)Cc1cc(C(C)(C)C)cc(c1O)Cc1cc(C(C)(C)C)cc(c1O)C2	10%[14.2 µM]	-3%[13.5 µM]	-7%[9.22 µM]
24	CN(C)S(=O)(=O)c1nc(Cl)c2[nH]cnc2n1	-5%[14.2 µM]	4%[13.5 µM]	-1%[9.22 µM]
25	O=C(O)[C@H](/C=C\c1ccccc1)c1ccccc1	-2%[14.2 µM]	-3%[13.5 µM]	0%[9.22 µM]
26	O=C(O)[C@@H]1[C@@H](C(=O)O)[C@@]23CCCC2=C2CC[C@@]3(C(=O)O)[C@@]3(C(=O)O)C[C@@]213	5%[14.2 µM]	3%[13.5 µM]	-7%[9.22 µM]
27	O=C(O)c1ccccc1-c1ccccc1C(=O)c1ccccc1	5%[14.2 µM]	-9%[13.5 µM]	-4%[9.22 µM]
28	Cc1ccccc1C(=N)c1ccccc1Cc1cccc2ccccc12	6%[14.2 µM]	-2%[13.5 µM]	5%[9.22 µM]
29	OCc1ccncc1.OCc1ccncc1.[Cl][Pt]([Cl])([Cl])[Cl]	6%[14.2 µM]	2.8µM*	-4%[9.22 µM]
30	c1ccc2cc(-c3cc(-c4cc(-c5ccc6ccccc6c5)on4)no3)ccc2c1	6%[14.2 µM]	-2%[13.5 µM]	?
31	CN(Cc1cc(C(C)(C)C)cc(Br)c1O)Cc1cc(C(C)(C)C)cc(Br)c1O	-1%[14.2 µM]	-9%[13.5 µM]	-10%[9.22 µM]
32	C[C@@H]1C[C@H](C)CN(S(=O)(=O)c2cc(Cl)c(Oc3ccc([N+](=O)[O-])cc3Cl)c(Cl)c2)C1	0%[14.2 µM]	-6%[13.5 µM]	3%[9.22 µM]
33	CN(C)CCCNc1cc(O)c2c(c1O)C(=O)c1ccccc1C2=O	3.5µM*	-7%[13.5 µM]	?
34	N=C(N)SCc1cc(Cl)cc(Cl)c1O	17%[14.2 µM]	-4%[13.5 µM]	-12%[9.22 µM]
35	C=CCNS(=O)(=O)c1ncnc2nc[nH]c12	-10%[14.2 µM]	8%[13.5 µM]	-2%[9.22 µM]
36	O=C(O)[C@@H](Cc1c[nH]c2ccccc12)C(=O)NO	2%[14.2 µM]	-4%[13.5 µM]	-5%[9.22 µM]
37	CC(C)(C)CC(C)(C)c1cc(O)c(O)c(CN2CCCCC2)c1	-28%[14.2 µM]	?	-7%[9.22 µM]
38	O=C(c1ccccc1)[C@H](Nc1ccc2ccccc2c1)c1ccccc1	4%[14.2 µM]	-13%[13.5 µM]	5%[9.22 µM]
39	O=C(O)c1ccc(C(=O)Nc2cccc3ccccc23)c(C(=O)O)c1	-15%[14.2 µM]	-19%[13.5 µM]	-7%[9.22 µM]
40	O=C(O)[C@@H]1[C@@H](C(=O)Nc2ncccn2)[C@@H]2C=C[C@@H]1O2	-1%[14.2 µM]	-1%[13.5 µM]	-13%[9.22 µM]
41	Cc1c(C(=O)O)nc(/C=C\C(=O)O)[nH]c1=O	3%[14.2 µM]	20%[13.5 µM]	-10%[9.22 µM]
42	O=C(N/N=C\c1cccc(O)c1)c1ccncc1	3%[14.2 µM]	-11%[13.5 µM]	-3%[9.22 µM]
43	CN(C)CCCc1c2ccccc2nc2ccc(Cl)cc12	5%[14.2 µM]	5%[13.5 µM]	2%[9.22 µM]
44	N[C@@]1(C(=O)O)CCC[C@@H]1C(=O)O	-2%[14.2 µM]	5%[13.5 µM]	-7%[9.22 µM]
45	CN(C)CCCNc1ncnc2nc[nH]c12	-13%[14.2 µM]	0%[13.5 µM]	1%[9.22 µM]
46	CCON=C1C(C)(C)C(C)(C)C(C)(C)C1(C)C	2%[14.2 µM]	15%[13.5 µM]	-11%[9.22 µM]
47	Cc1ccc(N2CCN(CCC(=O)O)CC2)cc1	-11%[14.2 µM]	8%[13.5 µM]	3%[9.22 µM]
48	Cn1c(=S)c2[nH]c(SCCCc3ccccc3)nc2n(C)c1=O	4%[14.2 µM]	-9%[13.5 µM]	-12%[9.22 µM]
49	O=C1CSC(=S)N1/N=C\c1ccc(Cl)c([N+](=O)[O-])c1	2%[14.2 µM]	-16%[13.5 µM]	-4%[9.22 µM]
50	COc1cccc(CSCC(=O)O)c1	0%[14.2 µM]	-2%[13.5 µM]	-6%[9.22 µM]

# Carrying on:
No.	SMILES	GoLoco inh red	ALDH1A1 block	SMN2 splice up
51	O=C(O)CSSCC(=O)O	-1%[14.2 µM]	-4%[13.5 µM]	-5%[9.22 µM]
52	O=C(O)c1ccc(C(=O)c2ccccc2)c(C(=O)O)c1	-2%[14.2 µM]	20%[13.5 µM]	4%[9.22 µM]
53	C[N@@+]1(CC[N@@+]2(C)CCC[C@H]2c2cccnc2)CCC[C@@H]1c1cccnc1	3%[14.2 µM]	7%[13.5 µM]	0%[9.22 µM]
54	CS(=O)(=O)c1ccc(/C=N\NC(N)=S)cc1	5%[14.2 µM]	?	-18%[9.22 µM]
55	O=c1[nH]c2[nH]c(=S)[nH]c(=S)c2[nH]1	-19%[14.2 µM]	?	-5%[9.22 µM]
56	O=c1c[n+](CC[n+]2cc(=O)o[nH]2)[nH]o1	-3%[14.2 µM]	-1%[13.5 µM]	-14%[9.22 µM]
57	O=C(O)[C@@H]1[C@@H]2C[C@H]([C@@H](Br)[C@H]2N2C(=O)CCC2=O)[C@@H]1C(=O)O	-1%[14.2 µM]	-3%[13.5 µM]	-7%[9.22 µM]
58	O=C(O)[C@@H]1[C@@H](C(=O)NCc2cccnc2)[C@@H]2C=C[C@@H]1O2	-3%[14.2 µM]	3%[13.5 µM]	-16%[9.22 µM]
59	C(=N/Nc1ccccn1)/c1cccnc1	-1%[14.2 µM]	2%[13.5 µM]	1%[9.22 µM]
60	Nc1ccc(C(=O)C[C@H](N)C(=O)O)cc1O	-3%[14.2 µM]	-3%[13.5 µM]	-4%[9.22 µM]
61	O=C(O)c1cc(-c2ccncc2)nc2ccccc12	4%[14.2 µM]	-11%[13.5 µM]	-9%[9.22 µM]
62	Cc1ccccc1S(=O)(=O)O[C@@H]1NS(=O)(=O)c2ccccc21	5%[14.2 µM]	17%[13.5 µM]	-11%[9.22 µM]
63	S[C@@H]1CCCN(Cc2ccccc2)C1	11%[14.2 µM]	-8%[13.5 µM]	0%[9.22 µM]
64	CC(=O)Nc1nc(NC(C)=O)c2[nH]c(CO)nc2n1	0%[14.2 µM]	14%[13.5 µM]	-13%[9.22 µM]

# Screening data from PubChem BioAssay.
